Bioassay records from PubChem BioAssay.
POLK inh: inhibitors of human DNA polymerase kappa | Potency, µM (titrated, usually from 107 µM), for inactives: top-dose activity, negative = inhibition, most hits filed as inhibitors | Q9UBT6 | actives 0.53% (n = 400,000) | purified Pol kappa, fluorescent DNA synthesis assay, 10 min; also: % is scaled to controls: 0 for no effect and ±100 for the full control effect
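Pol kappa 10 nM + cpd, 15 min RT; start w/ substrate 50 nM final; fluorescence kinetic read, 0 and 10 min. Neg ctrl: buffer, no enzyme.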
POLI inh: blocks human DNA polymerase iota activity. AID 588590. Q9UNA4. actives 1% (n = 390,000). Pol iota fluorescent replication assay, 10 min. Potency, µM (top dose mostly 115 µM), inactives show top-dose activity, negative = inhibition, actives largely listed as inhibitors
Target sequence (Q9UNA4 whole entry, looked up): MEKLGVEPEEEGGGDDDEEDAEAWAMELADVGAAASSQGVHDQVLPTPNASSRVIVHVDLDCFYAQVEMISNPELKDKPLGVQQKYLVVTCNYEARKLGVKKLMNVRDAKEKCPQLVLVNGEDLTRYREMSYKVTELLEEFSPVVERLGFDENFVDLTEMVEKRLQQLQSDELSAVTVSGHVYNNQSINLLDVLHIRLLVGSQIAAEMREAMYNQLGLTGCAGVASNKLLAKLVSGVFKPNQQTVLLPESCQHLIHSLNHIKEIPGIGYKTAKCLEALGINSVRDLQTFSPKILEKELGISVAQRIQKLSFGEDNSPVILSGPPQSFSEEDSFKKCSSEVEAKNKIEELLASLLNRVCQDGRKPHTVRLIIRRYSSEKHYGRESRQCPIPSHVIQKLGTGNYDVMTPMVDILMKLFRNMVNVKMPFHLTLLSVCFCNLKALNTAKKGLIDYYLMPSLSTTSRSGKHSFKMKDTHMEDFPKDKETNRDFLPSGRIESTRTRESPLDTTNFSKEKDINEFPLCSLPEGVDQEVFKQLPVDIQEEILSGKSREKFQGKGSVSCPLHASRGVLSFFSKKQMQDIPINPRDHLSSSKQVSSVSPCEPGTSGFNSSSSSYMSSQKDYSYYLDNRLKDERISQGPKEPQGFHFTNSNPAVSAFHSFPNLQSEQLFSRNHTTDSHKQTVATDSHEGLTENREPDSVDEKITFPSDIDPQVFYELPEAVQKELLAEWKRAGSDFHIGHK
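Pol iota at 10 nM preincubated 15 min with compounds at room temperature; reaction started with fluorescent substrate, 50 nM final. Fluorescence read kinetically at 0 and 10 min; buffer-only wells as negative control.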
APEX1 inh: blocks human APE1 abasic DNA cleavage; actives 0.35% (n = 350,000); recombinant APE1, TAMRA/BHQ-2 abasic DNA cleavage fluorescence; P27695; AID 2517; Potency, µM (top dose mostly 65.8 µM), for the others: at the highest dose activity change, negative = inhibition, hits mostly inhibitors;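 also: plate controls were vehicle for no effect and reference inhibitor for full effect; nearly all actives have a fitted effect of over 55% in size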
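Activity was derived from the fluorescence gain between first and third kinetic reads (60 s intervals, ex 525/em 598 nm) after 50 nM THF-abasic TAMRA/BHQ-2 duplex was added to 0.75 nM APE1 preincubated 15 min with compound.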
JMJD2A Tudor: JMJD2A Tudor domain (human) inhibition; AlphaScreen JMJD2A-Tudor / H3K4me3 peptide binding; Potency, µM (series often up to 114 µM), without a hit: at the highest dose activity change, negative = inhibition, hits mostly inhibitors; actives 4.4% (n = 390,000); AID 504339; O75164; also: % is scaled to controls: 0 for no effect and ±100 for the full control effect; nearly all actives have a fitted effect of over 50% in size
BLM inh: Bloom syndrome helicase (human) inhibition | P54132 | recombinant BLM DNA unwinding, fluorescence dequenching | Potency, µM (highest dose often 56.1 µM), without a hit: at the top dose activity change, negative = inhibition, usual class: inhibitors | actives 0.2% (n = 350,000);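 also: plate controls were vehicle for no effect and no enzyme for full effect; nearly all actives have a fitted effect of over 35% in size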
POLB inh: blocks human DNA polymerase beta activity. Pol beta primer extension/strand displacement, fluorescence kinetic. Potency, µM (doses to about 114 µM), without a hit: at the highest dose activity change, negative = inhibition, hits mostly inhibitors. actives 1.3% (n = 340,000). AID 485314; also: % is scaled to controls: 0 for no effect and ±100 for the full control effect
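Kinetic readout of DNA synthesis with strand displacement by Pol beta. Compound and 10 nM enzyme sit 15 min at room temperature; 50 nM substrate starts the reaction, read immediately and at 10 min.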
Pol eta inh: blocks human DNA polymerase eta activity; recombinant Pol eta, fluorescent DNA replication assay; Potency, µM (series often up to 114 µM), without a hit: top-dose activity change, negative = inhibition, usual class: inhibitors; actives 1.2% (n = 390,000); AID 588591; also: % is scaled to controls: 0 for no effect and ±100 for the full control effect
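Pol eta (10 nM) was preincubated with compounds for 15 min at room temperature, after which fluorescent replication substrate (50 nM final) was added to start the reaction. Fluorescence was read kinetically at 0 and 10 min.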
BAZ2B inh: BAZ2B (human) inhibition; Q9UIF8; AlphaScreen BAZ2B-H3K14Ac peptide displacement; Potency, µM (series often up to 114 µM), for the others: at the top dose activity change, negative = inhibition, actives largely listed as inhibitors; actives 4.4% (n = 360,000); AID 504333; also: % is scaled to controls: 0 for no effect and ±100 for the full control effect; nearly all actives have a fitted effect of over 60% in size
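In this displacement format the biotinylated H3(5-23) peptide acetylated at Lys14 serves as ligand at 50 nM, with BAZ2B at 50 nM in PBS pH 7.4 containing 0.01% Tween-20. Donor and acceptor beads are 10 ug/mL final.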
G9a block: blocks human histone lysine methyltransferase G9a | Q96KQ7 | Potency, µM (series often up to 102 µM), inactives show top-dose activity, negative = inhibition, most hits filed as inhibitors | AID 504332 | G9a H3K9 monomethylation, AlphaScreen, 2 h | actives 8.8% (n = 350,000); also: % is scaled to controls: 0 for no effect and ±100 for the full control effect; nearly all actives have a fitted effect of over 75% in size
Target sequence (Q96KQ7 913-1193 limits assumed): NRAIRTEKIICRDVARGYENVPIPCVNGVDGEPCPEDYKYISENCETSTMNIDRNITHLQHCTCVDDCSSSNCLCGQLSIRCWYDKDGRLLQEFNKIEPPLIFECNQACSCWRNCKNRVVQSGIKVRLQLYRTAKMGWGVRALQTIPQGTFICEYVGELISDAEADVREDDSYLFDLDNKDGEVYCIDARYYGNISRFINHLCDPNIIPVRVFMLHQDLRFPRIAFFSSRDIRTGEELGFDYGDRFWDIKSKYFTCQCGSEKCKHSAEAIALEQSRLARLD
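Methyltransferase reactions run at room temperature for 2 h (20 nM enzyme, 500 nM biotin-H3K9 peptide, 20 uM SAM) after a 15 min compound preincubation; product detected by AlphaScreen beads and anti-H3K9me1 antibody.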
Active calls of the source: *; ? = inconclusive; / = no result given; [ ] = another dose, or the depositor's remark. Calls follow the shape of the dose curve; as a rule, active = well fitted curve in the direction sought with a large enough effect; inconclusive = small, poorly fitted or top-dose-only effect, or another doubt; inactive = no such curve, though single readings can be large; an effect the other way counts as inactive or inconclusive. Potency is read from the fitted curve at half-maximal effect. An excerpt; the hit share may differ from the screen's.

Each structure is followed by: POLK inh | POLI inh | APEX1 inh | JMJD2A Tudor | BLM inh | POLB inh | Pol eta inh | BAZ2B inh | G9a block
O=S(=O)(NCC(c1cccs1)N1CCc2ccccc2C1)c1ccccc1 (stereo not given)
    1% | 0% | 0% | -19% | / | / | -12% | -10% | 0%
COc1cc2[nH]c(Cl)c([N+](=O)[O-])c2cc1OC
    -23% | ? | ? | ? | ? | -18% | 2% | 56µM* | ?
CCC(=O)N1c2ccccc2CC1C(=O)NCCc1ccc(SC)cc1 (stereo not given)
    -6%[60.1 µM] | 1% | / | -8% | -1% | -16% | -2% | -21% | -8%[12.7 µM]
Cc1c(NC(=O)COC(=O)CSc2ccc([N+](=O)[O-])cc2)c(=O)n(-c2ccccc2)n1C
    2% | 20% | 1% | -9% | / | / | -16% | 11% | -6%[12.7 µM]
COc1ccc(S(=O)(=O)N(CC(=O)N/N=C/c2cccs2)c2ccc(C)cc2)cc1OC
    -8% | -6% | -4% | -10% | -10% | 11% | -16% | -5% | -3%[59 µM]
CCCOc1ccc(/C=N/Nc2ccccn2)cc1OC
    -1% | 62%[activator] | 10% | -8% | 1% | -10% | -20% | -4% | -2%
COc1ccc(Cl)cc1S(=O)(=O)N1CCC(C(=O)NCC2CCCO2)CC1 (stereo not given)
    -8% | 12% | 24% | 2% | -3% | -10% | -9% | -10% | 10%
CCOC(=O)C1=C(C)Nc2nc(C)nn2C1c1ccc(OCC)c(OC)c1 (stereo not given)
    4% | ? | 0% | -16% | 1% | 0% | -18% | -5% | -15%
CCOc1ccc(Nc2oc(/C=C/c3cccc(OC)c3)nc2C#N)cc1
    -1% | -27% | / | -17% | 0% | 13% | -7% | -13% | -3%[59 µM]
CC(C(=O)O)n1cnc2sc3c(c2c1=O)CCCC3 (stereo not given)
    -8% | 30% | 7% | -10% | 1% | -10% | -14% | -4% | ?
O=C(c1cc(COc2c(F)cccc2F)on1)N1CCC(c2ccccc2Cl)C1 (stereo not given)
    2% | 61%[activator] | 0% | 40%[activator] | -12% | 35% | ? | 6% | 115%[activator]
CCCCN(C)C(=O)C1CCC(CNS(=O)(=O)c2ccc3c(c2)CC(C)N3C(=O)C2CC2)CC1 (stereo not given)
    -5% | 14% | 23% | 1% | 0% | 25% | -23% | -17% | 18%
O=C(NCC1CCCO1)c1ccc(COc2ccc(F)cc2)o1 (stereo not given)
    -2% | 14% | -4% | -5% | -4% | 1% | -4% | -10% | -43%[12.7 µM]
COc1ccc(NC(=O)N2CC[C@@]3(CCCN(C(=O)c4ccncc4)C3)C2)cc1
    7%[60.1 µM] | / | 2% | / | 0% | / | / | / | 6%[12.7 µM]
S=C(c1ccc(-c2ccccc2)o1)N1CCCCC1
    -3% | 139%[activator] | 8% | 20µM* | -14% | ? | -18% | 35µM* | -134%[59 µM]
Cc1ccc(Cn2c(=O)c3c(ncn3C)n(C)c2=O)cc1
    3% | 59%[activator] | 24% | -17% | -3% | 28% | -12% | 1% | -8%
CN(CC(=O)Nc1ccccc1C(=O)N1CCCC1)S(=O)(=O)c1ccc(Cl)cc1
    4% | 13% | 2% | -15% | 0% | 28% | -9% | 3% | 8%
CC[C@@H](C)C(NC(=O)OC(C)(C)C)c1cn([C@@H](Cc2cc3ccccc3[nH]2)C(=O)N2CCN(C(=O)OC(C)(C)C)CC2)nn1 (stereo not given in full)
    -5% | 29% | -6% | ? | -12% | 5% | -7% | -22% | 0%[12.7 µM]
O=C(COC(=O)[C@H](Cc1ccccc1)NC(=O)c1ccco1)NCc1ccccc1
    -1% | 17% | 1% | 2% | -3% | 6% | 10% | -2% | 3%[59 µM]
COc1cc(-c2nnc(SCCOc3ccc(Cl)cc3C)o2)cc(OC)c1OC
    -6% | -10% | / | -22% | -11% | 6% | -16% | -4% | -3%[59 µM]
COc1ccc(OC)c(-c2csc(NC(=O)Cc3ccccc3F)n2)c1
    -10% | 12% | -15% | ? | -25% | 5% | -7% | ? | ?
CCCCOC(=O)c1sc2nc(N3CCOCC3)c3c(c2c1N)CC(C)(C)OC3
    0% | 3% | 5% | -12% | 5% | -1% | 1% | 4% | -13%[12.7 µM]
O=C(c1ccc2snnc2c1)N1CCSCC1
    -5% | -12% | -3% | 17% | -5% | 38% | -10% | 15% | -12%[59 µM]
COCCCNC(=S)N1CCN(S(=O)(=O)c2ccc(OC)cc2)CC1
    -10% | -5% | 0% | -26%[11.4 µM] | -5% | -29% | -16% | -10% | 17%
Cc1cc(NC(=O)CSc2nc3ccccc3n2CC(C)C)no1
    -9% | -7% | 13% | -5% | -13% | -8% | -4% | -37% | -28%
CCC(C)[C@H](NC(=O)N1CCN(C)CC1)C(=O)OC (stereo not given in full)
    -4% | 9% | 3% | -11% | 6% | 3% | -13% | 3% | 21%
COC(=O)C1(S(=O)(=O)C2(C(=O)OC)CCCC2)CCCC1
    -5% | 11% | -5% | -10% | 0% | 8% | -1% | -3% | 14%
CC(CCc1ccco1)NC(=O)CCc1nnc2ccc(NCc3ccccc3)nn12 (stereo not given)
    -5% | 21% | 5% | -16% | -5% | 0% | -11% | -15% | -4%
Cc1cc(C)cc(N2C(=O)CSC23C(=O)N(CC(=O)Nc2ccc(F)cc2F)c2ccccc23)c1 (stereo not given)
    -3% | 20% | / | -15% | -9% | 1% | -15% | 5%[57.1 µM] | -8%[59 µM]
O=C(O)C1CCN(c2nc(-c3ccccc3)c3cc(Br)ccc3n2)CC1
    -1% | 133%[activator] | 9% | 25% | -5% | 2% | -13% | 17% | -20%[2.33 µM]
Cc1ccc(-c2nnc(N3CCN(C(=O)CN4C(=O)c5ccccc5C4=O)CC3)c3ccccc23)cc1
    -12% | 471%[activator] | / | ? | / | / | 2% | / | /
CC(C)Cn1c(N)c(C(=O)CSc2nc3ccccc3c(=O)n2CCCN2CCOCC2)c(=O)n(C)c1=O
    / | / | -1% | / | 0% | -7% | / | -2% | -6%
Cc1c(NC(=O)CSC2=C(C#N)C(c3ccccc3F)CC(=O)N2)c(=O)n(-c2ccccc2)n1C (stereo not given)
    1% | 27% | -5% | -8% | 0% | 1% | -6% | 4% | 28%[2.33 µM]
COC(=O)C1=CN(c2ccc(F)cc2)C=C(C(=O)OC)C1c1cccc([N+](=O)[O-])c1
    -23% | 4% | 58% | ? | -8% | 3% | -13% | -20% | ?
Cc1cc(NC(=O)CN2CCC(n3nnc4cc(C(F)(F)F)ccc43)CC2)no1
    -7% | 8% | 0% | -16% | -3% | 12% | -4% | 4% | 3%[59 µM]
Cc1ccccc1CN(C)C(=O)COC(=O)CSc1ccc([N+](=O)[O-])cc1
    -5% | 51%[activator] | 8% | -29% | / | / | -23% | -4% | ?
CC(C)Cn1c(=O)c2ccccc2n2c(CCC(=O)NCC3CCCO3)nnc12 (stereo not given)
    -5% | 9% | 15% | -11% | -2% | 27% | -11% | -21% | -3%
Cc1nnc(SCCC(C)C)[nH]c1=O
    -10% | -5% | -1% | -20% | 0% | 22% | -3% | -1% | 4%
Cc1nc2sc(C(=O)O)c(N)c2c2c1COC(C)(C)C2
    -9% | 82%[activator] | -1% | 14µM* | -3% | 43% | -6% | 7% | 3.2µM*
CCCC(=O)Nc1cccc(C(=O)Nc2ccccc2OCC)c1
    / | / | -4% | / | 0% | -17% | / | -24% | 26%
CCc1ccc(-n2c(SCC(=O)NC(C)CC)nc3n[nH]c(C)c3c2=N)cc1 (stereo not given)
    -9%[60.1 µM] | -4% | / | -21% | 4% | 17% | -8% | 7% | 8%[59 µM]
CCN(CC)CCNC(=O)c1ccc(NC(=O)c2ccc(F)cc2F)cc1
    0% | 4% | 4% | -8% | -1% | -2% | -11% | 10% | -5%
Cc1ccc(C)c(NS(=O)(=O)c2cc(C(=O)N3CCCC3)ccc2Cl)c1
    -16% | 76%[activator] | 7% | -12%[11.4 µM] | -5% | 1% | 8% | -23% | -20%
O=C(O)c1ccccc1SCC(=O)N1CCc2ccccc21
    -8% | 108%[activator] | 11% | 1% | -1% | 6% | -4% | -2% | 5%
O=C1[C@H]2[C@@H](c3ccc(Cl)cc3)N3C(=O)N(c4cccc(Br)c4)C(=O)[C@@]3(Cc3ccc(Cl)cc3)[C@H]2C(=O)N1C1CCCCC1
    2% | ? | -3% | -16% | -8% | 1% | -19% | -33% | /
COCCNc1nc(SC)nc2sc3c(c12)CCN(C)C3
    -7%[60.1 µM] | 15% | -15% | -22% | 5% | 6% | 5% | 4% | ?
CCOC(=O)c1nc(NCc2ccccc2)sc1C
    1% | 85%[activator] | 18% | 79µM* | -2% | 15% | -18% | ? | 3.5µM*
COc1cccc(-c2nc3n(n2)C(c2cccs2)C(C(=O)Nc2cccnc2)=C(C)N3)c1 (stereo not given)
    -10% | -10% | -2% | -2% | -6% | 4% | -19% | 10% | 3%[59 µM]
COc1ccccc1-c1nnc(NC(=O)c2ccc(S(=O)(=O)N(C)C)cc2)o1
    -11% | -17% | 0% | -20% | -6% | -1% | -17% | ? | 28%
COc1ccc(CNS(=O)(=O)c2ccc3c(c2)CCN3C(=O)C2CC2)cc1
    -4% | 25% | -2% | 1% | -3% | 35% | -10% | 15% | 18%
Cc1nn(Cc2ccccc2Cl)c(C)c1NC(=O)c1cc(C(C)C)on1
    -20% | 42%[activator] | / | -14% | -5% | -2% | -15% | 6% | -32%[59 µM]
COc1cc2ccccc2cc1C(=O)N1CCCC(C(F)(F)F)C1 (stereo not given)
    -9% | 22% | 1% | -6% | / | / | -11% | 51%[activator] | -1%[12.7 µM]
O=C(NC1CCN(Cc2ccccc2)C1)c1cc(S(=O)(=O)N2CCOCC2)ccc1Cl (stereo not given)
    -15% | ? | 53%[activator] | -19% | / | / | -4% | -2% | 8%[2.33 µM]

Reformatted as labelled records: 3 of the compounds above.
> COCCNc1nc(SC)nc2sc3c(c12)CCN(C)C3
  POLK inh: -7%[60.1 µM]; POLI inh: 15%; APEX1 inh: -15%; JMJD2A Tudor: -22%; BLM inh: 5%; POLB inh: 6%; Pol eta inh: 5%; BAZ2B inh: 4%; G9a block: ?

> CC(C)Cn1c(N)c(C(=O)CSc2nc3ccccc3c(=O)n2CCCN2CCOCC2)c(=O)n(C)c1=O
  POLK inh: /; POLI inh: /; APEX1 inh: -1%; JMJD2A Tudor: /; BLM inh: 0%; POLB inh: -7%; Pol eta inh: /; BAZ2B inh: -2%; G9a block: -6%

> COc1ccc(CNS(=O)(=O)c2ccc3c(c2)CCN3C(=O)C2CC2)cc1
  POLK inh: -4%; POLI inh: 25%; APEX1 inh: -2%; JMJD2A Tudor: 1%; BLM inh: -3%; POLB inh: 35%; Pol eta inh: -10%; BAZ2B inh: 15%; G9a block: 18%
